Bcl-B TR3 displacers: displacers of TR3 peptide from Bcl-B, primary screen, selectivity assay for Bfl-1 inhibitor project, biochemical, fluorescence polarization | FP displacement of FITC-TR3 peptide from Bcl-B; higher % means a stronger effect | one-dose displacement, % at 20 µM; IC50 in µM for titrated hits | actives 0.11% (n = 96,000) | AID 748;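 active = displacement above 50% at 20 µM plus a fluorescence interference ratio under 1.5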;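 also: plate controls were wells without compound for no effect and wells lacking Bcl-B protein for full effect; a part of the inactive calls stands beside numbers as strong as those of hits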
MRP reversal: reverses drug resistance mediated by MRP; H69AR cells + 2 uM doxorubicin, CellTiter-Glo, 72 h; differential viability (reversal), % at 10 µM; actives 0.04% (n = 85,000); AID 602;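 active = viability drop by adding the cancer drug above about 55%, with treated viability meeting a 40% cutoff, limit read from the data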;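 also: viability without doxorubicin minus viability with 2 µM doxorubicin for each compound; larger differential means the compound sensitizes cells more to doxorubicin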
IL1B NFkB pot: enhances IL-1B driven NFkB nuclear translocation. HUVEC IL-1B NFkB p65 nuclear translocation imaging. activation, % at 2 µM. actives 0.3% (n = 94,000). AID 819;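 active = activation above 40%, about the mean plus 3 SD, also judged a hit on visual image review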;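 also: percent activation is computed from the nuclear over cytoplasmic p65 intensity ratio; values of inactives mirror those of a sister screen read the other way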
NFkB transloc inh: blocks IL-1B driven NFkB nuclear translocation in HUVEC cells; HUVEC IL-1B NFkB p65 nuclear translocation imaging; inhibition, % at 2 µM; actives 0.43% (n = 94,000);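 active = inhibition above about 30% together with a positive call from visual inspection of the well image, limit read from the data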;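 also: nuclear over cytoplasmic p65 intensity ratio measured by imaging; 0% = IL-1B stimulated DMSO wells and 100% = unstimulated DMSO wells; values of inactives mirror those of a sister screen read the other way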
PLAP inhibition: PLAP enzyme inhibitors, biochemical, luminescence, HTS (AID 690) | one-dose inhibition, % at 20 µM; IC50 in µM for titrated hits | purified PLAP, luminescent substrate; higher % means a stronger effect | actives 0.08% (n = 96,000); in the data active = a potency from the dose series; inactive = the rest, 99 in 100 with inhibition below about 30%; also: strong numbers were not always called active
MRP reversal cytotoxicity: recorded beside MRP reversal, whose call it bears; viability, %; H69AR cells, CellTiter-Glo, 72 h; measured here: cytotoxicity without doxorubicin
MRP reversal with doxorubicin: also measured in MRP reversal; calls as there; viability, %; measured here: viability with 2 uM doxorubicin; stronger effect = lower value
NFkB transloc inh cell count 2 µM: recorded beside NFkB transloc inh, whose call it bears; cell count; measured here: cells passing quality filter;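 raw number of nuclei counted in each imaged well without normalization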
IL1B NFkB pot cell count 2 µM: recorded beside IL1B NFkB pot, whose call it bears; cell count; measured here: cells passing quality filter
* = called active by the depositor; . = no result given. These rows are one share of the data. The share of hits here may be higher or lower than overall.

Results follow in this order: Bcl-B TR3 displacers, MRP reversal, MRP reversal cytotoxicity, MRP reversal with doxorubicin, IL1B NFkB pot, IL1B NFkB pot cell count 2 µM, NFkB transloc inh, NFkB transloc inh cell count 2 µM, PLAP inhibition
[1] CC(=O)c1cnc(Nc2nc(C)c3cccc(C)c3n2)nc1C
→ 0%, 4, 85, 82, ., ., ., ., 4%
[2] O=C(Nc1cccc(C(F)(F)F)c1)C1CCCN(S(=O)(=O)c2cnc[nH]2)C1 (configuration not stated)
→ -8%, -3, 91, 94, 1, 125, -1, 125, -49%
[3] C=CCn1c(SCc2c(C(=O)OC)sc(N)c2C(=O)OC)nnc1-c1ccc(Br)cc1
→ 0%, ., ., ., 25, 173, -25, 173, -56%
[4] CCCCc1ccc(NC(=O)CSC2=C(C#N)C(c3ccco3)C3=C(CCCC3=O)N2)cc1 (configuration not stated)
→ -10%, 14, 78, 63, ., ., ., ., -2%
[5] COc1cc(NC(=O)CN2CCN(Cc3ccc4c(c3)OCO4)CC2)cc(OC)c1
→ 3%, ., ., ., -3, 170, 3, 170, -46%
[6] CCOc1ccccc1NC(=O)c1ccc(S(=O)(=O)N(C)C)cc1
→ -1%, ., ., ., 11, 154, -11, 154, -37%
[7] COc1ccccc1-c1cc(C(F)(F)F)nc(S(=O)(=O)CCCC(=O)N2CCCCC2C)n1 (configuration not stated)
→ -18%, ., ., ., -11, 113, 11, 113, 10%
[8] COC(=O)c1c(-c2ccc(F)cc2)csc1NC(=O)c1ccco1
→ -15%, 1, 79, 78, -1, 42, 1, 42, 1%
[9] Cc1ccc(OCCSc2nnc(NC(=O)c3ccco3)s2)cc1
→ -2%, 1, 99, 98, -7, 161, 7, 161, -10%
[10] COc1ccc(NC(=O)c2c(-c3ccccc3Cl)noc2C)c(OC)c1
→ 6%, -13, 73, 85, ., ., ., ., 15%
[11] CCOc1ccc(/C=N/NC(=O)COc2ccccc2-c2ccccc2)cc1
→ 9%, ., ., ., 11, 113, -11, 113, 0%
[12] Cc1cc2c(c(=O)o1)C(Cc1ccccc1)C(C#N)=C(N)O2 (configuration not stated)
→ -8%, -2, 92, 94, -10, 167, 10, 167, 10%
[13] O=C(Cn1cc(C(=O)c2cccs2)c2ccccc21)NCc1ccc2c(c1)OCO2
→ -5%, 2, 95, 93, ., ., ., ., 29%
[14] N#Cc1c(F)cccc1N1CCOCC1
→ 12%, -5, 87, 92, 7, 168, -7, 168, -28%
[15] CCCc1cc(C(=O)Nc2cc(OC)c(Cl)cc2OC)no1
→ -4%, 4, 79, 75, 23, 79, -23, 79, 13%
[16] O=C(CSc1nc2ccsc2c(=O)n1Cc1ccccc1)NCc1ccco1
→ -2%, 11, 97, 86, -15, 149, 15, 149, -3%
[17] O=C(CC1Sc2ccccc2NC1=O)OC(C(=O)NCCc1ccccc1)c1cccnc1 (configuration not stated)
→ -7%, -1, 82, 83, 10, 64, -10, 64, -10%
[18] CCCCn1nnc(NC(=O)CC23CC4CC(CC(C4)C2)C3)n1
→ -6%, -5, 87, 92, 5, 117, -5, 117, -2%
[19] Clc1ccc(CSc2nnc([C@@H]3CCCN3)o2)cc1
→ 6%, 17, 110, 93, 1, 69, -1, 69, -24%
[20] CC(/C=C/c1ccc2c(c1)OCO2)=N\NC(=O)c1cccc([N+](=O)[O-])c1
→ 2%, -2, 7, 10, 30, 184, -30, 184, -75%
[21] CCC(=O)n1nc(NCc2ccccc2OC)nc1NCc1ccccc1OC
→ -2%, 21, 99, 78, -8, 138, 8, 138, -14%
[22] O=C(Nc1nnc(CCN2CCOCC2)s1)C1CCCCC1
→ -2%, 1, 90, 89, -3, 117, 3, 117, -15%
[23] Cc1cc(Nc2ccccc2)nn1C(=O)c1ccc([N+](=O)[O-])cc1
→ ., 31, 104, 73, -8, 113, 8, 113, .
[24] COc1ccc2nc(NC(=O)CCN3C(=O)c4ccccc4C3=O)sc2c1
→ -12%, ., ., ., 11, 108, -11, 108, 21%
[25] Cc1ccc(SCc2ccc(C(=O)Nc3cccc([N+](=O)[O-])c3C)cc2)cc1
→ -9%, ., ., ., -4, 156, 4, 156, -9%
[26] O=S(=O)(Cc1ccc(Cl)cc1)c1ccccc1-c1nnc(-c2ccccc2)o1
→ -7%, ., ., ., 26, 166, -26, 166, -13%
[27] Cc1nn(C(C)C(=O)O)c(=O)c2c1sc1ccccc12 (configuration not stated)
→ 5%, -1, 84, 85, 9, 104, -9, 104, .
[28] CCN(CC)C(=O)C1CCN(S(=O)(=O)c2cccc3nonc23)CC1
→ 2%, 17, 99, 82, ., ., ., ., -33%
[29] CN1C(=O)N(CN2CCCCC2)C2C1N(C)C(=O)N2CN1CCCCC1 (configuration not stated)
→ -3%, -8, 95, 103, 13, 189, -13, 189, 1%
[30] COc1cc2c(=O)n(Cc3ccco3)c(=O)n(CC(=O)c3ccc(Br)cc3)c2cc1OC
→ -10%, -4, 17, 21, ., ., ., ., -10%
[31] COC(=O)c1c(NC(=O)C2CC2)sc2c1CCCC2
→ 3%, 2, 89, 88, 2, 64, -2, 64, 12%
[32] O=C(c1ccccc1NS(=O)(=O)c1ccc(Br)s1)N1CCCC1
→ 1%, 2, 106, 104, 11, 116, -11, 116, -30%
[33] Cc1cc(NC(=O)COC(=O)c2cc3c(s2)CCC(C)C3)no1 (configuration not stated)
→ -45%, 5, 104, 99, -9, 133, 9, 133, 14%
[34] O=C(NCCCO)c1ccc2[nH]c3ccccc3c2c1
→ 1%, 10, 85, 76, ., ., ., ., 9%
[35] COc1cccc(/C=N/n2cncn2)c1OCC#N
→ -2%, 10, 91, 81, ., ., ., ., 11%
[36] CC(C)[C@H](NC(=O)NC1CCCC1)C(=O)O
→ -6%, -3, 99, 102, 2, 148, -2, 148, 13%
[37] CC(C)Oc1ccc(C(=O)Nc2ccccc2N2CCCC2)cc1
→ -11%, -29, 32, 62, 14, 71, -14, 71, 6%
[38] CCc1ccc(C(=O)/C=C/c2ccc([N+](=O)[O-])o2)cc1
→ -23%, 0, 3, 3, -44, 39, 44*, 39*, 14%
[39] COC(=O)C(CCSC)NC(=O)c1cccc([N+](=O)[O-])c1 (configuration not stated)
→ 14%, ., ., ., 6, 150, -6, 150, -8%
[40] CCOc1ccc(N(CC(=O)NC2CCCCCC2)S(=O)(=O)c2c(C)noc2C)cc1
→ 4%, 8, 67, 59, 2, 62, -2, 62, 6%
[41] Cc1ccc(N(C(=O)c2csnn2)C(C(=O)NC(C)(C)C)c2ccncc2)cc1 (configuration not stated)
→ -6%, ., ., ., -5, 147, -7, 104, 2%
[42] Cc1nnc(SCC(=O)N2CCC(C(N)=O)CC2)s1
→ ., -5, 98, 103, -3, 158, 3, 158, .
[43] O=C(COC(=O)CCOc1ccccc1)Nc1ccc(Cl)cn1
→ 16%, -8, 94, 102, 1, 163, -1, 163, -5%
[44] CN1CCN(/C=N/c2c(C#N)cnn2-c2ccccc2)CC1
→ -12%, 11, 99, 88, 0, 106, 0, 106, -1%
[45] COC(=O)CSc1snnc1-c1ccc(Cl)c(Cl)c1
→ 4%, 8, 97, 89, ., ., ., ., 3%
[46] CCOC(=O)CSc1nc(N)c(C#N)c(-c2ccc(OCC)cc2)c1C#N
→ -11%, 12, 97, 85, 6, 127, -6, 127, 11%
[47] Cc1nc2ccccc2c(=O)n1/N=C/c1ccc(N(C)C)cc1
→ -19%, 6, 95, 89, 10, 202, -10, 202, -13%
[48] Cc1cccc(NS(=O)(=O)c2cccc3nsnc23)c1
→ 1%, 3, 88, 85, -2, 163, 2, 163, 11%
[49] CSc1cccc(NC(=O)c2c(Cl)cnn2C)c1
→ -4%, 2, 80, 78, 38, 158, -38, 158, 4%
[50] O=C(O)c1ccc(-c2ccc(O)c(F)c2)cc1
→ 2%, 12, 88, 76, 22, 72, -22, 72, -17%
[51] c1ccc2nc3c(nc2c1)[nH]c1ccccc13
→ 9%, -13, 56, 69, ., ., ., ., 5%
[52] CCOC(=O)CC(=O)Nc1ccc(C(=O)OCC)cc1
→ -6%, ., ., ., -9, 127, 9, 127, 11%
[53] CC1CCN(C(=O)c2ccc(NC(=O)C3CCCO3)cc2)CC1 (configuration not stated)
→ -10%, -8, 98, 106, ., ., ., ., -13%
[54] COc1ccc(CCN(C)C(=O)CN2C(=O)c3ccccc3S2(=O)=O)cc1OC
→ 3%, 10, 107, 97, ., ., ., ., -50%
[55] CCn1nc(C)c(NC(=O)c2cc(Br)ccc2Cl)c1C
→ 0%, 7, 95, 89, ., ., ., ., 5%
[56] c1ccc2c(c1)ncn2CCC1CCCCC1
→ -3%, 5, 73, 68, 8, 165, -8, 165, -18%
[57] CCN(CC)c1c2c(c(C#N)c3nc4ccccc4n13)CCC2
→ ., -10, 52, 62, 25, 148, -25, 148, .
[58] COc1ccc2c(c1)c1nc(SCC(C)C)n(CCO)c(=O)c1n2C
→ -8%, 5, 81, 76, 7, 177, -7, 177, 3%
[59] c1ccc(CCn2nnnc2C(c2cccs2)N2CCOCC2)cc1 (configuration not stated)
→ -4%, 15, 104, 89, ., ., ., ., -11%
[60] CC(C)COP(=O)(c1ccc(N(C)C)cc1)C(O)c1ccccc1F (configuration not stated)
→ -11%, -3, 89, 92, 8, 160, -8, 160, -5%

The results go on.
Results follow in this order: Bcl-B TR3 displacers, MRP reversal, MRP reversal cytotoxicity, MRP reversal with doxorubicin, IL1B NFkB pot, IL1B NFkB pot cell count 2 µM, NFkB transloc inh, NFkB transloc inh cell count 2 µM, PLAP inhibition
[61] Cc1ccc(C)c(C2=CSC3=NS(=O)(=O)CCN23)c1
→ 0%, 5, 90, 86, 7, 161, -7, 161, 1%
[62] COc1ccc(Cl)cc1C(=O)N1CCN(c2ccccn2)CC1
→ -15%, -5, 79, 84, 7, 161, -7, 161, -22%
[63] Cc1cc(OCCOc2cccc3cccnc23)cc(C)c1Cl
→ -12%, -1, 74, 75, -12, 134, 12, 134, 2%
[64] O=C(c1cc2cc(Br)ccc2oc1=O)N1CCCC1
→ 8%, 19, 107, 88, -17, 48, 4, 133, 6%
[65] Cc1cc(C)n(-c2nc3c(c(=O)[nH]c(=O)n3C)n2C(C)C)n1
→ -1%, 26, 105, 80, 9, 81, -9, 81, 12%
[66] CCCC(=O)Nc1nc(C)c(-c2csc(Nc3ccccc3OC)n2)s1
→ -44%, ., ., ., -13, 172, 13, 172, -16%
[67] Cc1ccc2c(c1)nnn2C1CCN(C(=O)C23CC4CC(CC(C4)C2)C3)CC1
→ ., 21, 57, 36, -1, 116, 1, 116, .
[68] Cc1ccc(C(=O)NC(Cc2c[nH]c3ccccc23)C(=O)O)cc1 (configuration not stated)
→ 13%, 6, 104, 98, 14, 140, -14, 140, -38%
[69] CC(=O)c1ccc(NC(=S)NC(NC(=O)c2ccco2)C(Cl)(Cl)Cl)cc1 (configuration not stated)
→ -3%, 12, 90, 78, 24, 173, -24, 173, 1%
[70] Cc1cc(C)cc(NS(=O)(=O)c2cnc(Cl)c(Cl)c2)c1
→ 10%, ., ., ., 16, 150, -16, 150, -34%

3 entries from above, sorted by the number in PLAP inhibition, low to high:
item | mol | PLAP inhibition
68 | Cc1ccc(C(=O)NC(Cc2c[nH]c3ccccc23)C(=O)O)cc1 (configuration not stated) | -38%
62 | COc1ccc(Cl)cc1C(=O)N1CCN(c2ccccn2)CC1 | -22%
65 | Cc1cc(C)n(-c2nc3c(c(=O)[nH]c(=O)n3C)n2C(C)C)n1 | 12%

Compound activity as filed in PubChem BioAssay.
